Screening results as filed in PubChem BioAssay.
GSK3beta inhib – human GSK3beta kinase inhibitors, primary screen, biochemical, cell-free homogeneous, HTS; 0.038% of 300,000 active; GST-GSK3beta kinase, ADP-Glo luminescence, 60 min; hits give low values; AID 2097, 2009; activity score (negative = inhibition), % at 10 µM; Glycogen synthase kinase-3 beta (Homo sapiens), P49841;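 active = more than half of replicate wells score below -50%, meaning over 50% inhibition versus plate controls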;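 note: 0% = median DMSO wells and -100% = median GW8510 positive control wells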
Target sequence (P49841 whole entry, looked up): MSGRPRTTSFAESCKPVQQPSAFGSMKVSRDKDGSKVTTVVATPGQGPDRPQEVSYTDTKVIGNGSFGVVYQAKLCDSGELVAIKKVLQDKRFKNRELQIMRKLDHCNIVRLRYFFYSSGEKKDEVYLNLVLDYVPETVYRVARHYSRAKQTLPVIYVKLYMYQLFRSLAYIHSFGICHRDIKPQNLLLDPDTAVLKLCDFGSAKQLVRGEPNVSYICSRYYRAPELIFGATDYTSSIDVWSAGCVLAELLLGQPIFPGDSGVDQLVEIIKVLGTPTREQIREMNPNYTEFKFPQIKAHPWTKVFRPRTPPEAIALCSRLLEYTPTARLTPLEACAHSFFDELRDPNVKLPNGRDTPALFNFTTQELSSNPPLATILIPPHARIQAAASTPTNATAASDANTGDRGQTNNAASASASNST
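Test system – GST-tagged human GSK3beta kinase, cell-free · Incubation – 60 min enzyme reaction, room temperature · Signal – ADP-Glo luminescence · Also added – peptide substrate and ATP at 25 µM · Controls – DMSO neutral wells and GW8510 at 20 µM as positive · Buffer or medium – Tris/MgCl2 kinase buffer · Measure – Luminescence-derived activity versus plate DMSO and GW8510 wells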
IEC-6 tox – cytotoxicity in IEC-6 intestinal epithelial cells, primary screen, cytotoxicity control for KLF5 inhibitor project, cell-based, luminescence; IEC-6 cytotoxicity, luminescence viability; AID 1825, 2009; 0.78% of 290,000 active; inhibition, % at 5 µM; in the data active = inhibition above about 22%;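 note: 0% = plate median of test compound wells and 100% = cytotoxic reference compound wells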
GSK3 alpha inh – blockers of GSK3A enzyme activity – biochemical, luminescence, cell-free homogeneous, HTS, primary screen. GSK-3 alpha kinase, ADP-Glo luminescence, 60 min. inhibition, % at 10 µM. 0.1% of 320,000 active. Glycogen synthase kinase-3 alpha (Homo sapiens), P49840. AID 2650, 2010;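 in the data active = inhibition above about 50%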;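 note: GST-tagged GSK-3 alpha with peptide substrate and 25 µM ATP; 0% = DMSO neutral wells and 100% = GW8510 positive control wells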
Target sequence (P49840 whole entry, looked up): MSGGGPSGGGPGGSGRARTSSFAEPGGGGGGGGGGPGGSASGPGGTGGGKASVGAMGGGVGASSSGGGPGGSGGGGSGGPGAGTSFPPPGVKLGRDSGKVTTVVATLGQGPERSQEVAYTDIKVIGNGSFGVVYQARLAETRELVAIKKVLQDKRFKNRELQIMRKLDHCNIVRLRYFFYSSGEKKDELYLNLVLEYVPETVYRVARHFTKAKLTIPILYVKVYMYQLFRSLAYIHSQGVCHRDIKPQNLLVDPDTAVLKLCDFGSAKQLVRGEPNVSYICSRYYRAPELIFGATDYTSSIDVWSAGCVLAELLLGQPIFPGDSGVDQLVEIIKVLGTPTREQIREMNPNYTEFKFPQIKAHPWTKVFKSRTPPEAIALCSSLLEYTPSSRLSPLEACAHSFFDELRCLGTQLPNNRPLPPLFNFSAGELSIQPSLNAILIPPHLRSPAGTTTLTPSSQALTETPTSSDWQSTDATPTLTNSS
KLF5 inhibitor – KLF5 expression inhibitors, primary screen, DLD-1 cells, luminescence. DLD-1 KLF5 promoter-luciferase reporter. 0.23% of 290,000 active. inhibition, % at 5 µM;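 active = inhibition above a per-plate limit of that plate's mean compound inhibition plus 3 SD, cut at about 60% in these data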;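 note: 0% = DMSO wells and 100% = LY294002 at 200 µM; higher means less KLF5 promoter-driven luciferase light; inactives centre near -14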
HSP90 refold inh – HSP90 inhibitors, primary screen, cell lysate, luminescence; Heat shock protein HSP 90 (rabbit reticulocyte lysate; luciferase refolding); Rabbit reticulocyte lysate, luciferase refolding luminescence, 3 h; inhibition, % at 5.6 µM; 0.91% of 290,000 active; AID 1789, 2009;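 active = inhibition above the screen-wide mean plus 3 SD, computed separately per campaign, cut at about 16% in these data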;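 note: 0% = DMSO wells and 100% = 60 µM geldanamycin wells; inhibitors lower the luminescence because luciferase stays unfolded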
HIF act – HIF pathway transcriptional activators, primary screen, cell-based, U2OS HRE-luciferase, luminescence; U2OS HRE-luciferase reporter; normalized: DMSO 0%, desferrioxamine 100%; activation, % at 7.5 µM (by protocol); 0.32% of 300,000 active; AID 1910, 2009;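 active = mean activation of at least 10% of the iron chelator positive control signal, with at least half of replicates also reaching 10%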
HSF-1 act – HSF-1 activators, primary screen, NIH3T3-HGL cells, MG132 stress, luminescence, single point; NIH3T3-HGL HSF-1 luciferase reporter, 8 h; 100% = twice DMSO control signal; activation, % at 9 µM; 1.7% of 300,000 active; AID 504408, 2011;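 active = mean replicate activation of at least 50% with a set share of replicates each reaching 50%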;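 note: 0% = median of the neutral control wells and 100% = twice that signal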
AI-2 QS mod – Vibrio harveyi AI-2 quorum sensing modulators, primary screen, JMH597 strain, luminescence/OD600 ratio; Vibrio harveyi JMH597 AI-2 luminescence/OD600 ratio, 9 h; hits give low values; strain lacks LuxN and CqsS sensors; 0 = neutral-control median; activity change, % at 7.5 µM; 0.4% of 300,000 active; AID 2094, 2009; in the data active = activity change below about -75%, passing the limit was not always enough;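 note: luminescence divided by OD600 gain over 9 h not by final OD600 alone; inactives centre near 13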
aSyn 5UTR inh – MLPCN primary screen, SNCA 5' untranslated region. 0.82% of 300,000 active. alpha-synuclein 5'UTR reporter, inhibitor activity. inhibition, % (tested at 7.5 µM). AID 1813, 2009; in the data active = inhibition above about 60%;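 note: H4 neuroglioblastoma cells stably carrying SNCA 5'UTR luciferase fusion; 0% = DMSO wells and 100% = positive control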
HSF1 inh – HSF1 inhibitors in luciferase reporter cells, primary screen, cell-based, NIH3T3, luminescence; NIH3T3-HGL HSE-luciferase, MG132-induced, luminescence 8 h; hits give low values; activity change, negative = inhibition, % at 7.5 µM (by protocol); 0.77% of 300,000 active; AID 2098, 2009;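 active = more than half of replicate wells show activity change below -50%, luminescence cut by over half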;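 note: luciferase reports HSF-1 transcriptional activity via heat shock element; 0% = median of DMSO wells and -100% = zero luminescence signal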
* marks the source's active call; other numbers are inactive results; . = no result given.

SMILES	GSK3beta inhib	IEC-6 tox	GSK3 alpha inh	KLF5 inhibitor	HSP90 refold inh	HIF act	HSF-1 act	AI-2 QS mod	aSyn 5UTR inh	HSF1 inh
Cc1nn(Cc2c(F)c(F)c(F)c(F)c2F)c(C)c1NC(=O)c1c([N+](=O)[O-])c(C)nn1C	-3	-2	-1	-35	2	0.1	6	-6	6	-8
COc1ccc(-c2nnc3n(CCc4ccccc4)c(=O)c4ccccc4n23)cc1OC	-24	3	1	1	6	0.3	9	18	-3	-1
CC(C)(C)c1ccc(S(=O)(=O)NCC(=O)N2CCCC2)cc1	-1	-1	-2	-10	-4	0.0	-18	16	2	-5
O=C(COC(=O)Cn1cnc2ccccc2c1=O)Nc1cc(Cl)ccc1[N+](=O)[O-]	-1	-2	-1	-26	-2	1.7	-4	2	-12	-8
COc1ccc(OC)c(S(=O)(=O)n2cnc3cc(C)c(C)cc32)c1	0	0	-2	-25	-2	-1.6	15	22	18	14
CCSc1nnc(C)c2ccccc12	1	0	-3	-13	-4	0.0	4	-1	-3	0
CCCCCc1c(C)nc(N2CCc3ccccc3C2)[nH]c1=O	2	2	.	-24	1	0.2	-3	16	-8	-4
O=C(Oc1ccc(OC(=O)C2CCC2)cc1)C1CCC1	-1	-1	-2	-10	2	0.0	-8	3	-65	7
C=CCn1c(Cc2cccs2)nnc1SCC(=O)c1ccc(F)cc1	1	-1	-4	-21	9	0.0	17	40	-14	5
Oc1ccccc1-c1nnc(COc2ccc(Cl)cc2Cl)o1	-22	-7	-1	-2	-4	3.6	26	16	-170	15
Cc1cccc(Cn2c(C(C)(C)C)cc3cccnc32)c1	-1	-1	-2	3	-1	-0.2	-17	-11	12	-6
Cc1ccc(NC(=O)N(CCC(=O)O)Cc2ccccc2)cc1	6	-5	-3	4	-1	0.0	-7	18	21	-6
CCOC(=O)c1cn(Cc2ccccc2)nn1	-2	2	3	1	8	0.2	-6	5	-3	-2
O=C(COC(=O)CNC(=O)c1ccc(Cl)c([N+](=O)[O-])c1)NNC(=O)c1cccs1	1	.	-2	.	.	-0.3	10	3	0	-5
O=S(=O)([O-])CCC[N+]1(CC#Cc2ccccc2)CCCCC1	2	-8	0	-10	2	-0.6	0	9	-5	-7
CC(C)N=C1NN=C(c2ccc(Cl)c(Cl)c2)CS1	0	-4	.	-48	0	1.8	49	23	-228	16
Cc1cc(/C=N/n2cnnc2)c(C)n1-c1ccc2ncccc2c1	0	.	-1	.	.	0.0	-3	-7	7	-12
C/C(=N/OC(=O)c1c(F)cccc1F)c1nccs1	2	4	-3	1	2	-0.9	21	10	20	14
O=C1CN(c2nc3nonc3nc2N2CCCCC2)CCN1	-2	5	-2	-10	-3	-0.1	-1	11	16	-3
COCCCNC(=S)NNC(=O)c1ccc(C(C)(C)C)cc1	2	3	-3	-12	2	-0.9	18	4	10	-10
CCOC(=O)C1=C(C)N=C2SCCC(=O)N2C1c1ccc(OC)cc1 (stereo not drawn)	1	-6	-1	-32	-3	-0.2	-23	11	2	-4
CCCN(Cc1cc(=O)[nH]c2ccccc12)C(=O)CC	0	-1	3	13	7	-0.4	16	18	15	-2
CCn1cc(CCCC(=O)NCc2ccc(OC)cc2)c2ccccc21	0	0	-4	-46	-2	0.6	-2	38	15	4
CCCNC(=O)N1CCC(C(=O)c2ccc(Cl)cc2)CC1	2	-1	0	-20	1	-0.4	2	32	14	-5
CC(=O)Nc1ccc(C(=O)Nc2nc(-c3cc(C)n(Cc4ccccc4)c3C)cs2)cc1	2	-2	0	-22	0	-0.1	8	6	13	-7
O=C(N/C(=C/c1cccs1)c1nc2ccccc2[nH]1)c1ccccc1	0	7	0	-21	-5	0.1	4	-59	2	-2
COc1cccc(C(=O)C2CCCN(Cc3ccc(OC)c(Cn4cncn4)c3)C2)c1 (stereo not drawn)	3	0	-1	-29	-2	-0.1	-18	12	4	-3
CCOC(=O)c1c(S(=O)(=O)N(C)Cc2ccccc2)c(C)n(C)c1C	0	0	2	-15	-1	0.0	-8	-10	22	2
COc1ccc(S(=O)(=O)N(C)C)cc1NC(=O)COC(=O)CC1CCCC1	5	-1	-1	-8	-3	-0.9	-8	23	-11	2
CC(=O)N(C(C)=O)c1c(N2CCOCC2)c2ccccc2oc1=O	-1	4	6	-2	0	0.3	43	26	-13	8
COCCNC(=O)CNC(=S)N(CCCN1CCOCC1)Cc1cccs1	-4	2	-1	-3	-1	-0.5	-1	15	-20	9
COc1cc(C(CC(=O)O)n2cnnn2)ccc1OC(C)C (stereo not drawn)	0	-3	-1	14	-1	-0.2	8	20	-6	-6
CCN(CC)CCCNC(=O)C1CCN(C(=O)c2cc3sccc3n2Cc2ccc(F)cc2)CC1	0	2	-4	-23	-1	0.5	-17	19	-7	-4
COc1ccc(NC(=O)NC(C)c2ccccc2)cc1 (stereo not drawn)	1	-7	.	-19	-4	.	.	2	.	.
O=C1Nc2ccccc2/C1=C\C(=O)c1ccccc1	-4	2	0	9	0	2.7	42	20	-47	12
Cc1ccc2oc(=O)n(CCC(=O)Nc3ccc(N4CCOCC4)cc3)c2c1	1	3	-2	-21	3	-0.1	-4	9	0	4
Cc1cc(NC(=O)COC(=O)c2ccco2)no1	0	2	9	-23	1	-1.2	-5	19	2	-10
CC(=O)c1c(C(=O)O)[nH]c(C(=O)O)c1C	1	-2	-2	-19	2	-0.3	5	19	-4	-4
Cn1c(C(=O)N2CCN(c3ncccn3)CC2)cc2c(=O)n(C)c3ccccc3c21	-1	-2	.	-1	-2	-0.4	18	22	-8	1
CCOC(=O)c1cc(-c2ccc(F)cc2)nc2c1c(=O)[nH]c(=O)n2Cc1ccccc1	-5	6	-1	12	3	-0.1	-1	31	-13	-2
O=C(CSCCO)Nc1ccc(C23CC4CC(CC(C4)C2)C3)cc1	1	-1	1	-16	-3	0.3	-12	13	-66	-10
O=C(COc1ccccc1[N+](=O)[O-])N(Cc1ccco1)C1CCS(=O)(=O)C1 (stereo not drawn)	-4	-1	3	10	-4	0.2	-10	22	26	-5
COc1ccccc1Cc1nc(-c2ccc(C)cc2)no1	-5	-1	1	-33	4	2.0	42	-16	-97	12
Cc1cc(OC(=O)c2c(C)cc(OC(=O)c3c(C)cc(O)cc3O)cc2O)cc(O)c1C(=O)O	0	.	11	.	.	-0.3	8	47	1	-6
CC(C)(C)c1cc(NC(=O)Nc2ccccc2OC(F)(F)F)no1	-4	0	-1	-27	3	0.7	1	-1	1	1
CCN(CC)CCN(Cc1cc2cc3c(cc2[nH]c1=O)OCCO3)C(=S)NCC1CCCO1 (stereo not drawn)	0	-10	-1	-19	-4	-0.2	-8	18	-15	-3
O=[N+]([O-])C(=C1Nc2ccccc2N1)C(Cl)=C(Cl)Cl	-1	2	0	11	2	0.2	11	19	-56	-4
CCCN1CCN(C(=O)c2oc3ccccc3c2NC(=O)COc2ccc(OC)cc2)CC1	2	1	-4	-13	-3	0.3	-19	4	-3	-4
CCN(Cc1ccccc1)C(=O)COC(=O)c1cc(Cl)nc(Cl)c1	1	1	1	-7	5	-0.3	-5	-3	-10	-5
CCn1c2ccccc2c2cc(CN3CCN(S(=O)(=O)CC)CC3)ccc21	-2	-4	-1	-21	4	0.1	9	9	2	-5
COc1ccc(C(=O)N2CCCC(Nc3ccc(C)c(C)c3)C2)cc1F (stereo not drawn)	3	-6	-4	-30	-3	-0.2	1	21	4	-9
Clc1ccc2ccc3cccnc3c2n1	-2	2	1	-21	0	1.1	-4	-1	-6	-1
Cc1cccc(C)c1NC(=O)C1=C(O)c2ccccc2N(C)S1(=O)=O	0	1	-3	-2	1	-0.1	3	20	-6	-1
CC(C)(C)c1ccc(C(=O)N/C(=C\c2cccc([N+](=O)[O-])c2)C(=O)Nc2cccc(C(=O)O)c2)cc1	3	6	-5	-8	-2	0.7	-12	44	0	-8
CC(C)CN(C(=O)COC(=O)c1cccc2ccccc12)c1c(N)n(Cc2ccccc2)c(=O)[nH]c1=O	-2	.	1	.	.	-1.0	7	21	46	-5
CCCc1nc(NC2CCCCC2)c(C#N)c2c1COC(C)(C)C2	1	-6	-2	-3	-1	0.1	-17	13	7	-7
O=C(c1ccco1)N1CCN(CC(=O)N(C2CCCCC2)C2CCS(=O)(=O)C2)CC1 (stereo not drawn)	1	-1	-1	-17	-2	-0.1	0	10	-3	-2
CCOC(=O)C1CCN(c2c(NCCC(C)C)c(=O)c2=O)CC1	2	-3	.	6	-2	-0.4	-14	23	8	-7
O=C(O)CCn1c(CO)nc2ccccc21	-1	2	0	-28	0	0.4	-4	26	7	-1
COc1ccc(OCCN2C(=O)c3cccc(N)c3C2=O)cc1	-1	-2	-2	-41	-3	2.7	59*	31	-98	39

Continued.
SMILES	GSK3beta inhib	IEC-6 tox	GSK3 alpha inh	KLF5 inhibitor	HSP90 refold inh	HIF act	HSF-1 act	AI-2 QS mod	aSyn 5UTR inh	HSF1 inh
Cc1c(N2C(=O)CSC2c2ccco2)c(=O)n(-c2ccccc2)n1C (stereo not drawn)	3	-3	-5	-17	6	0.2	-4	16	-34	-9
CCOc1ccccc1NC(=O)Nc1ccc(Cl)cc1	-1	12	-2	-114	-2	1.3	-13	12	-78	-13
C=CCC(O)c1c(-c2ccccc2)nn(C)c1Cl (stereo not drawn)	0	4	-7	-44	1	0.1	8	16	-2	0
COc1cccc(-c2coc3cc4oc(=O)c(CCC(=O)O)c(C)c4cc23)c1	-22	3	4	-24	3	-0.5	-14	3	11	-10
Cc1cccc(C(=O)N/N=C/C(C)Cc2ccc3c(c2)OCO3)c1 (stereo not drawn)	0	-1	-3	2	2	.	.	27	5	.
Cc1cc(C)c2c(n1)sc1c(N3CCN(C)CC3)ncnc12	2	13	-1	-42	-3	0.8	5	17	-20	2
CN(C)CCCNc1ncnc2scc(-c3ccccc3)c12	1	1	2	10	2	0.5	-14	47	-22	-8
Cc1ccc(NC(=O)COC(=O)CSC(=S)N2CCOCC2)cc1	0	1	0	-64	-8	1.2	18	-4	-33	-8
COC(=O)c1sc(N2CCN(Cc3ccccc3)CC2)nc1N	3	3	1	-26	3	0.7	38	12	-68	7
COc1ccccc1C(=O)Nc1cccc(SC)c1	1	12	-10	-24	-2	3.6	17	-1	-30	4
